Assay outcomes as filed in PubChem.
HSF-1 act: increases HSF-1 driven luciferase reporter signal; activation, % at 9 µM; NIH3T3-HGL HSF-1 luciferase reporter, MG132, 8 h; 100% = twice DMSO control signal; actives 1.7% (n = 300,000);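 active = mean replicate activation of at least 50% with a set share of replicates each reaching 50%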;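 note: 0% = median of the neutral control wells and 100% = twice that signal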
HIF activator: HIF pathway transcriptional activation; U2OS HRE-luciferase reporter, luminescence; normalized: DMSO 0%, desferrioxamine 100%; activation, % at 7.5 µM (by protocol); actives 0.32% (n = 300,000); AID 1910;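 active = mean activation of at least 10% of the iron chelator positive control signal, with at least half of replicates also reaching 10%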
KLF5 inh: suppresses KLF5 promoter-driven expression; inhibition, % at 5 µM; actives 0.23% (n = 290,000); DLD-1 KLF5 promoter-luciferase reporter, luminescence; AID 1700;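 active = inhibition above a per-plate limit of that plate's mean compound inhibition plus 3 SD, cut at about 60% in these data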;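 note: 0% = DMSO wells and 100% = LY294002 at 200 µM; higher means less KLF5 promoter-driven luciferase light; inactives centre near -14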
IEC-6 cytotox: kills IEC-6 intestinal cells in KLF5 counter-screen | IEC-6 cytotoxicity, luminescence viability | inhibition, % at 5 µM | actives 0.78% (n = 290,000); in the data active = inhibition above about 22%;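 note: 0% = plate median of test compound wells and 100% = cytotoxic reference compound wells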
SKKanGAS inh: SKKanGAS growth inhibition; S. pyogenes SKKanGAS, kanamycin growth, BacTiter-Glo, 6 h; inhibition, % at 7.5 µM; actives 1.3% (n = 300,000);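 active = mean replicate score, as percent of positive control median, at least 50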;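 note: strain carries kanamycin resistance gene driven by streptokinase promoter and grows in 40 µg/ml kanamycin; loss of luminescence reflects streptokinase promoter inhibition or plain growth inhibition; 0% = median of DMSO wells and 100% = positive control at its reference dose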
HSP90 refold inh: blocks HSP90-mediated luciferase refolding in reticulocyte lysate | Rabbit reticulocyte lysate, luciferase refolding luminescence, 3 h | inhibition, % at 5.6 µM | actives 0.91% (n = 290,000) | AID 1789;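 active = inhibition above the screen-wide mean plus 3 SD, computed separately per campaign, cut at about 16% in these data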;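 note: 0% = DMSO wells and 100% = 60 µM geldanamycin wells; inhibitors lower the luminescence because luciferase stays unfolded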
HSF1 inh: HSF1 inhibition; NIH3T3-HGL HSE-luciferase, MG132-induced, luminescence 8 h; hits give low values; activity change, negative = inhibition, % at 7.5 µM (by protocol); actives 0.77% (n = 300,000);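 active = more than half of replicate wells show activity change below -50%, luminescence cut by over half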;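 note: luciferase reports HSF-1 transcriptional activity via heat shock element; 0% = median of DMSO wells and -100% = zero luminescence signal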
aSyn 5UTR inh: MLPCN primary screen, SNCA 5' untranslated region | AID 1813 | alpha-synuclein 5'UTR reporter, inhibitor activity | inhibition, % (tested at 7.5 µM) | actives 0.82% (n = 300,000); in the data active = inhibition above about 60%;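 note: H4 neuroglioblastoma cells stably carrying SNCA 5'UTR luciferase fusion; 0% = DMSO wells and 100% = positive control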
AI-2 QS modul: modulators of Vibrio harveyi AI-2 quorum sensing system. Vibrio harveyi JMH597 AI-2 luminescence/OD600 ratio, 9 h; hits give low values; strain lacks LuxN and CqsS sensors; 0 = neutral-control median. activity change, % at 7.5 µM. actives 0.4% (n = 300,000); in the data active = activity change below about -75%, passing the limit was not always enough;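 note: luminescence divided by OD600 gain over 9 h not by final OD600 alone; inactives centre near 13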
Platelet DG rel: platelet dense granule release activity. inhibition, %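 (compounds screened at 7.5 µM in platelet-rich plasma)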. human platelet-rich plasma, SFLLRN dense granule ATP release, luminescence. actives 0.22% (n = 300,000);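 active = mean replicate score, as percent of positive control, at or above 50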
* marks the source's active call; other numbers are inactive results; x = no result given.

compound,HSF-1 act,HIF activator,KLF5 inh,IEC-6 cytotox,SKKanGAS inh,HSP90 refold inh,HSF1 inh,aSyn 5UTR inh,AI-2 QS modul,Platelet DG rel
O=c1c2ccccc2cnn1Cc1n[nH]c(=S)n1-c1ccccc1F,2,-0.1,-8,-1,-8,7,0,-3,36,7
O=C(c1ccc(Cl)cc1)N1CCc2c([nH]c3ccccc23)C1C(F)(F)F (configuration not stated),x,x,15,5,2,2,x,x,22,x
CCCCCOC(=O)Cn1c(=O)c2c(nc(N3CCOCC3)n2C)n(C)c1=O,19,-0.6,-21,-4,6,1,0,11,4,-8
CN(CC(=O)N1CCCCC1)S(=O)(=O)c1ccc(Cl)cc1,27,0.1,0,-3,-19,3,-6,-6,2,8
COc1cccc(CN2C(=O)NC3(CCCCCC3)C2=O)c1,-4,-0.3,-9,-6,1,1,1,1,31,6
O=C(Nc1ccc2c(c1)C(=O)NC2=O)c1cccc(C(F)(F)F)c1,28,-0.2,-9,1,-3,-1,-3,-13,21,-7
COc1ccccc1N1CCN(C(=O)c2ccc(CN3CCOCC3)cc2)CC1,-8,-0.3,-16,-5,-11,0,0,3,0,-14
Cc1cc(C)cc(NC(=O)c2nccnc2C(=O)O)c1,-6,-0.3,-14,-6,0,-1,-12,-10,20,-5
O/N=C/c1cn(-c2ccccc2)nc1-c1cccnc1,8,-0.1,-19,-2,-1,-4,1,23,21,3
Cc1cc(OCC(O)CN2CCN(CCO)CC2)ccc1C(C)C (configuration not stated),0,-0.8,-19,3,0,-1,-3,3,21,-3
Cc1ccc(C)c(Nc2c([N+](=O)[O-])ccc3nonc23)c1,5,-1.5,-28,-1,6,-3,0,54,0,-1
O=c1ccc2cc(S(=O)(=O)NCc3ccccc3)ccc2[nH]1,-20,-0.5,-21,-2,-4,-3,0,1,8,-2

4 records drawn at random from the list so far, as already listed:
compound,HSF-1 act,HIF activator,KLF5 inh,IEC-6 cytotox,SKKanGAS inh,HSP90 refold inh,HSF1 inh,aSyn 5UTR inh,AI-2 QS modul,Platelet DG rel
CCCCCOC(=O)Cn1c(=O)c2c(nc(N3CCOCC3)n2C)n(C)c1=O,19,-0.6,-21,-4,6,1,0,11,4,-8
O/N=C/c1cn(-c2ccccc2)nc1-c1cccnc1,8,-0.1,-19,-2,-1,-4,1,23,21,3
O=C(Nc1ccc2c(c1)C(=O)NC2=O)c1cccc(C(F)(F)F)c1,28,-0.2,-9,1,-3,-1,-3,-13,21,-7
O=c1c2ccccc2cnn1Cc1n[nH]c(=S)n1-c1ccccc1F,2,-0.1,-8,-1,-8,7,0,-3,36,7

Next part.
compound,HSF-1 act,HIF activator,KLF5 inh,IEC-6 cytotox,SKKanGAS inh,HSP90 refold inh,HSF1 inh,aSyn 5UTR inh,AI-2 QS modul,Platelet DG rel
COc1ccc(C(=O)C2CC2c2ccc3c(c2)OCO3)cc1 (configuration not stated),4,0.6,-20,-3,19,-5,-7,-17,3,-2
CCN(c1ccc(OC)cc1)S(=O)(=O)c1csc(C(=O)N2CCCC2)c1,0,0.3,-15,-4,-11,-2,-2,4,6,-3
O=C(COc1ccccc1[N+](=O)[O-])N(C1CCCCC1)C1CCS(=O)(=O)C1 (configuration not stated),11,-0.1,x,x,-3,x,7,8,18,-13
CCSc1nnc(NC(=O)COc2ccc3ccccc3c2)s1,-5,1.3,15,1,7,-3,-6,0,-4,4
CCOC(=O)c1sc2ccc(S(=O)(=O)N3CCCCC3)cc2c1N,-10,-0.1,-14,6,-1,3,0,33,28,0
C=CCc1ccccc1OCC(O)CN1CCN(c2ccc(OC)cc2)CC1 (configuration not stated),-4,-0.4,-2,-6,-6,-4,-3,2,10,2
Cc1cccc(NC(=S)NC(=O)/C=C/c2ccco2)n1,43,3.0,1,-4,-8,18*,31,-36,11,-1
Cc1ccc(CN2C(=O)CCC2C(=O)NCC2CCCO2)cc1 (configuration not stated),-15,0.0,-2,-1,0,-3,5,-14,43,14
CC1(C)CC(C2N3CC4(C)CN2CC(C)(C3)C4=O)CCO1 (configuration not stated),9,-0.3,0,-3,4,0,-12,11,9,-1
c1cc(CNc2ccc(N3CCOCC3)cc2)ccn1,-32,-0.6,5,-1,-1,7,-29,-14,17,1
CCCN(CC1CC1)S(=O)(=O)c1ccc(S(N)(=O)=O)cc1,7,-0.3,-14,2,1,2,0,10,10,-1
O=C(CNCC1(N2CCOCC2)CCCCC1)Nc1ccc(Cl)cc1,-1,0.0,-2,2,-6,-2,-5,13,5,-2
COc1ccc(CN(Cc2ccco2)S(=O)(=O)c2ccc(S(=O)(=O)N3CCCC3)cc2)cc1,10,0.2,-11,8,3,7,5,1,13,2
CCCCN(Cc1ccccc1)C1CCN(Cc2ccccc2)CC1,3,-1.9,-24,-4,5,0,-12,-4,26,-5
Cc1onc(-c2c(F)cccc2Cl)c1C(=O)N1C=CC(C(F)(F)F)=NCC1,3,-0.4,-31,0,1,3,-4,10,14,-16
C/C(=N\NC(=S)NCc1ccccc1)c1ccc(C(C)(C)C)cc1,0,0.0,-23,2,18,-1,-3,-15,14,2
Cc1onc(-c2ccccc2Cl)c1C(=O)Nc1ccc(F)c(F)c1,8,0.1,-24,2,-6,-3,0,15,12,6
COc1ccc(N(CC(=O)N2CCN(c3ccc(Cl)cc3)CC2)S(=O)(=O)c2c(C)noc2C)cc1,20,-0.9,-17,3,9,5,16,-9,5,-15
O=C(c1cccc([N+](=O)[O-])c1)N(c1ccccn1)c1ccccn1,-3,-0.5,-27,0,-2,1,-5,15,27,-2
COc1ccc(Cn2nnnc2C(c2ccc(C)cc2)N2CCN(C3CCCC3)CC2)cc1 (configuration not stated),-3,0.2,-14,-3,1,2,-4,-21,13,8
CCOC(=O)c1cccc(NS(=O)(=O)c2c(C(=O)N3CCCCCC3)c(C)n(C)c2C)c1,5,-0.2,-5,2,-1,3,0,30,-9,1
COc1cccc(C(=O)CSc2nccn2C)c1,40,3.9,-162,-4,0,2,27,-84,20,4
O=[N+]([O-])c1ccc(CSC2=NCCN2)cc1,5,-0.3,-40,9,-2,-5,1,2,6,4
CCOc1ccc2cc(C#N)c(SCC(=O)N3CCOCC3)nc2c1,11,6.8,-65,6,-3,0,17,-94,21,1

Structures listed so far that bear a hit mark in HSP90 refold inh:
Molecule	HSF-1 act	KLF5 inh	HSP90 refold inh	HSF1 inh	aSyn 5UTR inh	AI-2 QS modul	Platelet DG rel
Cc1cccc(NC(=S)NC(=O)/C=C/c2ccco2)n1	43	1	18*	31	-36	11	-1

New compounds follow:
smiles | HSF-1 act | HIF activator | KLF5 inh | IEC-6 cytotox | SKKanGAS inh | HSP90 refold inh | HSF1 inh | aSyn 5UTR inh | AI-2 QS modul | Platelet DG rel
COCCCN(C(=O)CCOc1ccc(C)cc1)c1c(N)n(Cc2ccccc2)c(=O)[nH]c1=O | -10 | -0.2 | x | x | -5 | x | -7 | 3 | -1 | -5
Cn1c(Cc2cccs2)nnc1SCC(=O)Nc1ccccc1 | -3 | 0.0 | -18 | -9 | 1 | 1 | 2 | 11 | 19 | -7
Cc1nnc(NC(=O)CSC2CCCCC2)s1 | -16 | -0.2 | 7 | 1 | -1 | -3 | -7 | -16 | 20 | -1
CC(C)(O)C1Cc2cc(/C=C/C(=O)O)c(O)cc2O1 (configuration not stated) | -10 | -0.7 | -19 | 5 | 11 | 28* | -1 | -6 | 19 | -4
Cc1ccc(N2CC(C(=O)N3CCC4(CC3)CC(=O)c3ccccc3O4)CC2=O)cc1C (configuration not stated) | -2 | 1.7 | x | x | -3 | x | -3 | 8 | 12 | 3
CCCCc1c(C)nc2ccc(C)cc2c1SCCC(=O)O | 6 | 0.0 | -31 | -1 | 9 | 2 | -1 | 0 | -22 | -1
Cc1nn(Cc2ccccc2)c(Cl)c1/C=C/C(=O)OC(C)C(=O)N1CCCC1 (configuration not stated) | 2 | 0.0 | -20 | -4 | -12 | -4 | -1 | 1 | 30 | -2
COc1ccccc1CCCNC(=O)C1CCC(=O)N(CCN2CCOCC2)C1 (configuration not stated) | -8 | -0.2 | -11 | 4 | -3 | 1 | -7 | -11 | 10 | 2
CCOC(=O)N1CCC(N2C(=O)c3ccccc3C2Nc2cccnc2)CC1 (configuration not stated) | -1 | 0.2 | 8 | 6 | 1 | -3 | -8 | 2 | 8 | 9
O=C(O)c1ccccc1SC1CC(=O)N(C2CCCCC2)C1=O (configuration not stated) | 4 | -0.1 | 10 | 0 | 2 | 0 | 1 | 4 | 6 | 11
CC(=O)c1cccc(NS(=O)(=O)N2CCCCC2)c1 | -3 | -0.4 | -18 | 2 | 0 | -3 | 1 | -4 | 18 | 7
CCOc1ccc(OCC)c(Nc2cc(C)nc3nc(C)nn23)c1 | -7 | 2.0 | 61 | 12 | 0 | 3 | -8 | 0 | 8 | 3
CC(=O)c1ccc(NC(=O)CSC(C)C)cc1 | 1 | 1.0 | -32 | 4 | 1 | -4 | 2 | -61 | 9 | -16
C[C@H](NC(=O)[C@@H]1CCC(=O)N1Cc1ccco1)c1ccccc1 | -10 | -0.2 | -39 | -2 | -1 | -4 | 5 | 21 | 6 | -2
COc1ccccc1CC(=O)N(CCC#N)CCC#N | -7 | -1.0 | -6 | 0 | 5 | -1 | -1 | 7 | 19 | 3
CCC(C)N(C)Cc1cccc(C2(O)CCN(S(=O)(=O)c3ccc(F)cc3)CC2)c1 (configuration not stated) | -10 | -0.1 | -20 | -1 | 2 | 2 | -5 | -9 | 8 | -2
COCCN(CCOC)S(=O)(=O)c1ccc(C(=O)Nc2sc3c(c2C(N)=O)CCCCC3)cc1 | -47 | 2.1 | 15 | 0 | 2 | 9 | -32 | -107 | 8 | 9
COc1ccc(CC(=O)OC(C)CN2CCCC2)cc1 (configuration not stated) | 3 | -0.4 | -12 | -1 | -1 | 2 | -3 | 11 | 13 | -1
O=C(O)c1cccnc1SCC(=O)N1CCCCCC1 | x | x | -31 | 0 | 0 | -1 | x | x | 21 | -3
NC(=O)CC(NC(=O)Cc1cccc2ccccc12)c1ccc(N2CCN(c3ccccn3)CC2)c([N+](=O)[O-])c1 (configuration not stated) | -6 | -2.9 | 5 | 0 | 2 | -3 | -8 | 31 | 24 | -3
CC1CCCCN1S(=O)(=O)c1ccc(C(=O)Nc2nnc(C3CC3)o2)cc1 (configuration not stated) | -1 | -0.2 | 10 | 7 | 18 | 2 | 6 | 0 | 30 | -15
N#CC1CCN(c2ncccc2[N+](=O)[O-])CC1 | 11 | -0.3 | -16 | 6 | -11 | 1 | 1 | 0 | 20 | -10

An unsorted share of the library; 6% or so of the library scored in one or more.
